RPL19A-GFP yeast: alters RPL19A-GFP fluorescence in TOR pathway yeast screen. percent response vs DMSO, % at 10 µM. actives 0.3% (n = 330,000). S. cerevisiae RPL19A-GFP strain, flow cytometry, 3 h; stronger effect = lower value;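 active = percent response vs DMSO below 50%; inconclusive = fewer than 70 events counted for the yeast strain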;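 note: median channel GFP fluorescence of the barcoded RPL19A-GFP strain; ratio of sample median GFP to plate DMSO average so 100% = DMSO; lower means less RPL19A-GFP as with rapamycin TOR inhibition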
VLA-4 inh: inhibition in a human VLA-4 binding assay. VLA-4 expressing cells, ligand binding flow cytometry. AID 2557. P13612. actives 0.2% (n = 330,000). inhibition, % (about 7 µM as worked out from the volumes in the protocol); in the data active = inhibition above about 50%
JMJD2C inh: blocks human GASC-1 demethylase activity. inhibition, % at 2.35 µM. Q9H3R0. actives 0.069% (n = 330,000). GST-JMJD2C(1-420) H3K9me3 demethylation, DELFIA europium;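 active = more than half of a compound's replicate wells show inhibition beyond 50%, single wells judged on their own value; inconclusive = some, but no more than half, of replicates pass 50% inhibition; inactive = no replicate passes 50% inhibition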;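 note: signal counts dimethyl H3K9 product captured on neutravidin plate; 0% = median of DMSO wells and 100% = 0.3 times that DMSO median; strong numbers were not always called active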
Target sequence (Q9H3R0 1-420 limits assumed): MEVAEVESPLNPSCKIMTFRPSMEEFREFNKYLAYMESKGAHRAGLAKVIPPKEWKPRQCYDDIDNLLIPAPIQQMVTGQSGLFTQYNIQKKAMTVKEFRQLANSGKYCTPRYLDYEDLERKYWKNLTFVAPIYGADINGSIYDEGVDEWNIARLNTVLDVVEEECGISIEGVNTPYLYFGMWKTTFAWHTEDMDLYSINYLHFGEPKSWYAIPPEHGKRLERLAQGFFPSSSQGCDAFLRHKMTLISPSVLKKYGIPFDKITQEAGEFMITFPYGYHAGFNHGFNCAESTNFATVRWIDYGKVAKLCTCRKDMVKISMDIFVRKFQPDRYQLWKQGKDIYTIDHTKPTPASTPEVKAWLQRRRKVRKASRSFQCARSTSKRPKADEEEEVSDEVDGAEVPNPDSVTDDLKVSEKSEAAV
GRK2 aptamer HTS: blocks RNA aptamer binding to human GRK2. P25098. inhibition of aptamer binding, % at 10 µM. AID 488847. bead flow cytometry, FAM-aptamer displacement from GRK2. actives 0.59% (n = 330,000);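 active = inhibition of aptamer binding above 40%, roughly 3 SD of noise, on plates passing a quality check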;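 note: median bead fluorescence of bound FAM aptamer so fluorescent compounds give negative values; no value below 0 was filed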
Target sequence (P25098 whole entry, looked up): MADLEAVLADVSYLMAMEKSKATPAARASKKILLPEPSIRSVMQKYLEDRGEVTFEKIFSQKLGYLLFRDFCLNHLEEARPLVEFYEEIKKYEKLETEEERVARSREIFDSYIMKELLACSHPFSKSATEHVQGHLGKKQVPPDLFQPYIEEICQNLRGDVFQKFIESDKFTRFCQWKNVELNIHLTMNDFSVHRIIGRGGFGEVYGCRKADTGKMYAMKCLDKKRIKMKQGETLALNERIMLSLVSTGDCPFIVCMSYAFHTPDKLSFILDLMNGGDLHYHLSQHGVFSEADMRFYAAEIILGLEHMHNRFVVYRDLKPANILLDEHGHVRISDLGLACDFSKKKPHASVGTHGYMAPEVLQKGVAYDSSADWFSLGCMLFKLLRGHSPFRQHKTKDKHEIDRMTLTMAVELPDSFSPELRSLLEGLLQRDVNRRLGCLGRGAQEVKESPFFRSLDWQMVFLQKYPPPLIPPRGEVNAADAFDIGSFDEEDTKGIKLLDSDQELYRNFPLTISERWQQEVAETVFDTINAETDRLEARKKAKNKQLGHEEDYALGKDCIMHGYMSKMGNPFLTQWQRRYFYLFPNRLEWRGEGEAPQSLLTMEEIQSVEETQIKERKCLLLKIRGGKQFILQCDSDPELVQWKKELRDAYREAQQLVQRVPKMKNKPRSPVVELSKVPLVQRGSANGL
CIT2 TOR yeast: alters CIT2-GFP fluorescence in TOR pathway yeast screen; GFP response vs DMSO, % at 10 µM; AID 2029; S. cerevisiae CIT2-GFP strain, flow cytometry, 3 h; 100 means same as DMSO wells; actives 0.065% (n = 320,000);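 active = GFP response relative to DMSO above a set limit, near the screen mean plus 3 SD, cut at about 150% in these data; inconclusive = Fewer than 70 cells measured for a yeast strain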;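 note: ratio of well median GFP fluorescence to mean of DMSO wells on the plate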
LAP4-GFP MLPCN: modulators of TOR pathway LAP4-GFP in S. cerevisiae. GFP response vs DMSO, % at 10 µM. AID 2023. S. cerevisiae LAP4-GFP multiplex, flow cytometry GFP, 3 h; median GFP as percent of DMSO wells. actives 0.34% (n = 320,000);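 active = GFP response vs DMSO above a set limit, about the screen mean plus 3 SD, cut at about 150% in these data; inconclusive = under 70 cell events counted for the yeast strain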
MEP2-GFP yeast: alters MEP2-GFP fluorescence in TOR pathway yeast screen; AID 2016; GFP response vs DMSO, % at 10 µM; S. cerevisiae MEP2-GFP strain, flow cytometry GFP, 3 h; 100% = DMSO control level; actives 0.51% (n = 330,000);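 active = GFP response versus DMSO above a set limit, roughly screen mean plus 3 SD, cut at about 180% in these data; inconclusive = fewer than 70 cells counted for a yeast strain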;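 note: median GFP fluorescence of the barcode-gated MEP2-GFP cells per well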
AGP1 TOR yeast: modulators of TOR pathway AGP1-GFP in S. cerevisiae. GFP response vs DMSO, % at 10 µM. actives 0.02% (n = 320,000). AID 2066. S. cerevisiae AGP1-GFP multiplex flow cytometry, 3 h; GFP as percent of DMSO wells;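 active = GFP response relative to DMSO above a set limit, near screen average plus 3 SD, cut at about 150% in these data; inconclusive = fewer than 70 cells counted for the yeast strain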;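 note: median GFP channel fluorescence of the gated AGP1 strain per well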
An asterisk follows results filed as active; u = inconclusive; x = no result given; & = joins results of further samples; [ ] = dose if it differs, or a comment.

Start of the listing, in advance:
RPL19A-GFP yeast	VLA-4 inh	JMJD2C inh	Compound	GRK2 aptamer HTS	CIT2 TOR yeast	LAP4-GFP MLPCN	MEP2-GFP yeast	AGP1 TOR yeast
100	1	-24	Cc1oc2ccc(O)c(CN(C)C)c2c1C(=O)c1ccccc1	0	106	108	105	106
84	1	12	C=CCc1cccc2cc(C(=O)NC3CCCCC3)c(=O)oc12	1	x	95	92	87
101	28	-18	COCCOC(=O)C1=C(C)NC2=C(C(=O)CC(C)(C)C2)C1c1cccnc1 (stereo not drawn)	1	95	89	107	104
99	6	-6	COc1ccc(S(=O)(=O)N2CCOCC2)cc1NC(=O)CC1CCCC1	5	99	99	101	102
101	16	-1	Cc1ccc(NC(=O)Cn2nnc(C(=O)NCCc3ccccc3)c2N)cc1Cl	0	103	100	104	103
95	-10	1	CCOC(=O)C1CCN(C(=O)c2ccc(N(C)S(C)(=O)=O)cc2)CC1	0	104	91	98	99
95	7	2	Cc1cccc(C(C)(C)C)c1OCCOCCN1CCCC1	0	97	95	98	98
85	-12	-13	O=C(Nc1ccccc1Cl)C1CCCN(S(=O)(=O)c2ccc(-n3cnnn3)cc2)C1 (stereo not drawn)	2	91	82	98	82
104	-11	25	COc1cc(C(=O)NCC(=O)N/N=C/c2ccc(-c3ccc([N+](=O)[O-])cc3)o2)cc(OC)c1OC	4	99	94	99	104
98[may fluoresce violet]	6	8	O=C(CN(Cc1ccccc1Cl)C(=O)c1csnn1)NCc1ccccc1	2	u	74[may fluoresce violet]	283*[may fluoresce violet]	22[may fluoresce violet]
96	-2	14	CCN(CC(=O)NCc1cccs1)C(=O)c1cc(=O)[nH]c2ccccc12	0	89	102	99	99
94	3	-22	CC1CCCC(NC(=O)C2CCN(C(=O)Nc3ccccc3)CC2)C1C (stereo not drawn)	0	105	106	96	106

The list itself, from the start:
RPL19A-GFP yeast	VLA-4 inh	JMJD2C inh	Compound	GRK2 aptamer HTS	CIT2 TOR yeast	LAP4-GFP MLPCN	MEP2-GFP yeast	AGP1 TOR yeast
100	1	-24	Cc1oc2ccc(O)c(CN(C)C)c2c1C(=O)c1ccccc1	0	106	108	105	106
84	1	12	C=CCc1cccc2cc(C(=O)NC3CCCCC3)c(=O)oc12	1	x	95	92	87
101	28	-18	COCCOC(=O)C1=C(C)NC2=C(C(=O)CC(C)(C)C2)C1c1cccnc1 (stereo not drawn)	1	95	89	107	104
99	6	-6	COc1ccc(S(=O)(=O)N2CCOCC2)cc1NC(=O)CC1CCCC1	5	99	99	101	102
101	16	-1	Cc1ccc(NC(=O)Cn2nnc(C(=O)NCCc3ccccc3)c2N)cc1Cl	0	103	100	104	103
95	-10	1	CCOC(=O)C1CCN(C(=O)c2ccc(N(C)S(C)(=O)=O)cc2)CC1	0	104	91	98	99
95	7	2	Cc1cccc(C(C)(C)C)c1OCCOCCN1CCCC1	0	97	95	98	98
85	-12	-13	O=C(Nc1ccccc1Cl)C1CCCN(S(=O)(=O)c2ccc(-n3cnnn3)cc2)C1 (stereo not drawn)	2	91	82	98	82
104	-11	25	COc1cc(C(=O)NCC(=O)N/N=C/c2ccc(-c3ccc([N+](=O)[O-])cc3)o2)cc(OC)c1OC	4	99	94	99	104
98[may fluoresce violet]	6	8	O=C(CN(Cc1ccccc1Cl)C(=O)c1csnn1)NCc1ccccc1	2	u	74[may fluoresce violet]	283*[may fluoresce violet]	22[may fluoresce violet]
96	-2	14	CCN(CC(=O)NCc1cccs1)C(=O)c1cc(=O)[nH]c2ccccc12	0	89	102	99	99
94	3	-22	CC1CCCC(NC(=O)C2CCN(C(=O)Nc3ccccc3)CC2)C1C (stereo not drawn)	0	105	106	96	106
99	14	23	CCc1ccc(OCC(=O)OCC(=O)c2ccc3c(c2)NC(=O)CO3)cc1	0	97	94	102	101
102	10	8	COc1ccc(N2C(=O)CC(N3CCN(S(=O)(=O)c4c(F)cccc4F)CC3)C2=O)cc1OC (stereo not drawn)	14	105	114	112	109
93	12	25	CC[C@@H](CC1CCCCC1)C(=O)N(Cc1ccccc1)c1ccccc1	2	86	100	98	96
x	-16	12	CCOC(=O)Cn1c(=NC(=O)CSC(C)=O)sc2cc(OC)ccc21	1	105	94	112	97
105	32	-2	O=C(NCc1cccnc1)c1cccc(-c2cc3ccccc3oc2=O)c1	2	102	95	105	98
99	1	0	COc1cccc(CN(C)Cc2cc(=O)oc3c(C)c(C)ccc23)c1	2	94	93	99	95
97	2	-3	COc1ccc(S(=O)(=O)N(CC(=O)NCc2ccco2)c2ccccc2)cc1OC	0	97	97	106	103
101	10	-10	CC(C)C(NC(=O)c1ccc(F)cc1)C(=O)NC1(C)CCS(=O)(=O)C1 (stereo not drawn)	0	95	104	101	101
103	2	6	CCOc1cccc(C(=O)NCc2ccccc2)c1	2	99	102	104	99
95	9	1	C=CCn1c(SCc2c(C)noc2C)nnc1C1COc2ccccc2O1 (stereo not drawn)	0	x	94	99	96
105	-15	-30	Cc1nnc2sc(-c3cccc(F)c3)nn2c1=O	10	104	85	106	102
102	0	u	Cc1ccsc1C(=O)OCC(=O)NCCNC(=O)COC(=O)c1sccc1C	0	110	105	104	106
105	-5	-6	Cc1onc(-c2c(F)cccc2Cl)c1C(=O)N1CCCCC1	2	105	79	102	97
102	-4	-21	Oc1ccccc1C1=NCCNC(C(F)(F)F)=C1	1	108	98	100	109
93	16	-2	Cc1cc(C(=O)Nc2ccc(N3CCOCC3)c(Cl)c2)c(C)o1	0	98	116	100	101
99	-3	8	Cc1ccc(S(=O)(=O)CCC(=O)N2CCN(c3ccccc3F)CC2)cc1	6	104	98	95	100
100	-3	-6	O=C(Nc1ccon1)C(Sc1ccccc1)c1ccccc1 (stereo not drawn)	1	105	100	100	99
100	5	17	CCCCn1c(=O)[nH]c(=O)c2c1nc(-c1ccc(-c3ccccc3Br)o1)n2CC	1	103	104	107	104

Some of the entries above in a different format.
Under each structure – RPL19A-GFP yeast | VLA-4 inh | JMJD2C inh | GRK2 aptamer HTS | CIT2 TOR yeast | LAP4-GFP MLPCN | MEP2-GFP yeast | AGP1 TOR yeast
- Cc1cccc(C(C)(C)C)c1OCCOCCN1CCCC1
  95 | 7 | 2 | 0 | 97 | 95 | 98 | 98
- O=C(Nc1ccccc1Cl)C1CCCN(S(=O)(=O)c2ccc(-n3cnnn3)cc2)C1 (stereo not drawn)
  85 | -12 | -13 | 2 | 91 | 82 | 98 | 82

Additional results follow.
RPL19A-GFP yeast	VLA-4 inh	JMJD2C inh	Compound	GRK2 aptamer HTS	CIT2 TOR yeast	LAP4-GFP MLPCN	MEP2-GFP yeast	AGP1 TOR yeast
102	4	1	O=C(O)CCC(NC(=O)c1cncc(O)c1)C(=O)O (stereo not drawn)	0	102	105	99	99
99	15	-15	O=C(Nc1ccccc1)Nc1nnc(-c2cccs2)s1	6	87	96	92	97
108	7	-3	CC(NS(=O)(=O)c1ccc(Br)cc1)c1ccccc1 (stereo not drawn)	2	103	104	105	104
106	2	0	C=CCn1c(SCC(N)=O)nc2scc(-c3ccc(C)o3)c2c1=O	1	106	93	105	102
98	2	-13	COc1ccc(C)cc1S(=O)(=O)N1CCC(C(=O)NC2CCCC2)CC1	1	94	104	95	96
98	3	1	CCOC(=O)c1c(C)[nH]c(C(=O)OCc2c(C)noc2C)c1C	0	96	97	102	102
14*[may fluoresce violet]	4	2	O=C(C1CC1)N1CCc2cc(S(=O)(=O)N3CCN(c4ccccc4)CC3)ccc21	0	u	80[may fluoresce violet]	164[may fluoresce violet]	u
95	-6	2	FC(F)(F)c1cc(-c2cccs2)nc(NCc2ccco2)n1	0	93	103	96	92
100	5	2	CCOC(=O)Cn1nc(/C=C/c2ccc(OC)cc2)ccc1=O	2	110	108	108	102
100	0	2	O=C(CN1CCc2ccccc2C1)Nc1cccc(S(=O)(=O)N2CCOCC2)c1	2	99	97	100	106
96	6	-2	Cc1cc(C)n2nc(SCC(=O)c3cc(C)n(CC4CCCO4)c3C)nc2n1 (stereo not drawn)	5	93	104	100	99
104	2	-5	O=C(NC(=S)N1CCCCCC1)C1CC1	3	110	99	109	107
99	10	7	O=C(NC(=S)NCCC1=CCCCC1)c1cncc(Br)c1	2	90	92	101	90
99	3	7	C[C@H](CO)N1C[C@H](C)[C@@H](CN(C)C(=O)NC2CCCCC2)Oc2ccc(NS(C)(=O)=O)cc2C1=O	4	92	93	x	88
97	6	57	CC(=O)Nc1ccc(S(=O)(=O)NC2(C(F)(F)F)NC(=O)N(Cc3ccccc3)C2=O)cc1 (stereo not drawn)	2	95	101	94	97
106	-13	-3	CC(C)N(C)CCOC(=O)c1ccccc1Br	0	100	99	100	100
104	13	8	CCCS(=O)(=O)N1CCN=C1SCc1ccc(C)cc1	0	95	93	92	95
90	34	-17	CCNC(=O)Nc1nc2ccccc2s1	2	99	99	101	97
u	-1	-16	CC(C)N=C1SC(CC(=O)Nc2ccccc2)C(=O)N1C(C)C (stereo not drawn)	4	97[may fluoresce red]	85[may fluoresce red]	103[may fluoresce red]	95[may fluoresce red]
91	-8	18	Cc1ccc(C(=O)N/N=C/c2ccc(-c3ccc(Br)cc3[N+](=O)[O-])o2)o1	0	92	99	93	92
103	0	0	Cn1cc(CN2CCC(CO)CC2)c(-c2ccc(Oc3ccccc3)cc2)n1	0	105	110	110	104
105	-3	-12	CC(C)(C)NC(=O)NC(=O)COC(=O)c1cccc(F)c1	0	131	108	130	97
106	1	0	COc1ccc(CCNC(=O)c2cc(-c3cc(Cl)ccc3O)n[nH]2)cc1OC	0	109	103	99	106
99	-3	1	CCc1ccc2nc(N(CCN(C)C)C(=O)c3ccc4ccccc4c3)sc2c1	0	96	109	108	104
98	-1	-5	COc1ccccc1NC(=O)C1=C(C)NC(=O)NC1c1ccccc1[N+](=O)[O-] (stereo not drawn)	1	95	98	95	91
109	27	-6	COc1cccc(CNC(=O)c2ccc(C)c(NC3=NC4CS(=O)(=O)CC4S3)c2)c1 (stereo not drawn)	2	116	102	99	113
97	1	-13	O=C(NCc1ccc2c(c1)OCO2)c1ccc2c(c1)OCO2	0	92	102	99	99
102	16	2	CSCCOC(=O)c1[nH]c2c(c1C)C(=O)CC(c1ccco1)C2 (stereo not drawn)	9	103	106	101	104
108	8	14	CCOc1ccc(NC(=O)CCC(=O)Nc2cc(OC)c(NC(=O)c3ccco3)cc2OC)cc1	0	111	95	102	103
91	3	-7&-6	Cc1c(C(=O)NCCC2=CCCCC2)oc2ccc(S(=O)(=O)N3CCC4(CC3)OCCO4)cc12	0	86	101	99	89
98	3	12	CN(C)CCN1C(=O)C(O)=C(C(=O)c2cc3ccccc3o2)C1c1cccc(Br)c1 (stereo not drawn)	0	83	114	111	106
97	-110	-15	CC(=O)C1=C(C)NC(SCC(=O)c2ccc(Cl)c(Cl)c2)=C(C#N)C1c1ccco1 (stereo not drawn)	2	87	99	97	95
99	3	7	C=CCN(N=Nc1cccc([N+](=O)[O-])c1)c1cccc([N+](=O)[O-])c1	1	99	103	108	100
99	18	1	CC(C(=O)N1CCCC1)N(c1ccccc1)S(C)(=O)=O (stereo not drawn)	2	95	86	97	94
100	-4	-4	C[C@@H](CC#N)CN1CC[C@H](C(C)(C)C)CCC1=O	0	80	99	90	82
92	11	14	Cc1ccc(-c2cn3cccnc3n2)cc1	0	88	94	99	94
105	-14	4	CCn1cc(CN2CCC(n3nccc3NC(=O)Cc3ccccc3)CC2)c(C)n1	0	x	87	111	96
